Screening results from PubChem BioAssay.
Shiga inhibitor = blocks Shiga toxin action in Vero cells. Vero cells, Shiga toxin protein synthesis inhibition reporter. inhibition, % at 38.7 µM. actives 9.2% (n = 290,000); in the data active means inhibition mostly above about 28%, no sharp cut-off; inactive means mostly below about 43%; further: 0% is about no effect
Giardia FBPA inh = blocks Giardia fructose-bisphosphate aldolase activity; A8B2U2; purified Giardia FBPA; Potency, µM (titrated, usually from 59.6 µM), for inactives: top-dose activity, negative = inhibition, hits mostly inhibitors; actives 0.71% (n = 290,000); AID 2451; further: potency means the concentration at half of the fitted maximal effect; on the % scale 0 is the no-effect control and ±100 the full control effect; nearly all actives have a fitted effect of over 55% in size
Target sequence (A8B2U2 whole entry, looked up): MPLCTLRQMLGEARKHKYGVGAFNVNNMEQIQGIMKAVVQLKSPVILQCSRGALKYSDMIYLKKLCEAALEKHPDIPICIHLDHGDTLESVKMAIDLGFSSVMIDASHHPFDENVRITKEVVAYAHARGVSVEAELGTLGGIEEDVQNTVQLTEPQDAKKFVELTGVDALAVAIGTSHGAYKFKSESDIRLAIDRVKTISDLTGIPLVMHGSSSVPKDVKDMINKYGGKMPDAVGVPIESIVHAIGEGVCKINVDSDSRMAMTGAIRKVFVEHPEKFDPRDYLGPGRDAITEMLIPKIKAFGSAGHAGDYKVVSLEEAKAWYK
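40 nM FBPA preincubated 10 min at RT with compound (up to 57.5 uM final), then substrate plus GAPDH/TPI/NAD/arsenate coupling and diaphorase/resazurin added. Fluorescence read after 20 min at RT, 525/598 nm.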
CHX counter = counter-screen for Shiga toxin inhibitors: cycloheximide protein synthesis inhibition. actives 12% (n = 300,000). cell reporter, cycloheximide protein synthesis inhibition counterscreen. AID 2314. max response, %; in the data active means max response mostly above about 13%, no sharp cut-off; inactive means mostly below about 14%; further: read at 38.3 µM for the half of the compounds with a filed dose; 0% is about no effect
Pf growth 48h = inhibits P. falciparum growth in the first generation, 48 h; AID 504832; actives 5.9% (n = 310,000); Potency, µM (top dose mostly 28.7 µM), for the others: top-dose activity change, negative = inhibition, usual class: inhibitors; P. falciparum luciferase growth in erythrocytes, 48 h; further: potency means the concentration at half of the fitted maximal effect; on the % scale 0 is the no-effect control and ±100 the full control effect
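Luminescence readout; reporter = integrated firefly luciferase in P. falciparum. RBC culture at 2% hematocrit, 0.1% parasitemia final, 37 C/5% CO2; decreased signal taken as growth inhibition.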
Pf growth 96h = P. falciparum growth inhibition at 96 hour, primary screen for plastid delayed-death inhibitors; P. falciparum luciferase reporter growth, 96 h; Potency, µM (highest dose often 28.7 µM), inactives show top-dose activity change, negative = inhibition, hits mostly inhibitors; actives 6.9% (n = 320,000); AID 504834; further: potency means the concentration at half of the fitted maximal effect; on the % scale 0 is the no-effect control and ±100 the full control effect
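P. falciparum expressing integrated firefly luciferase, in erythrocytes at 2% hematocrit, 0.05% parasitemia, incubated with compounds 96 h at 37 C, 5% CO2. Growth inhibition read as loss of luminescence; two-generation exposure targets delayed-death apicoplast inhibitors.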
Sm TGR inh = inhibitors of Schistosoma mansoni thioredoxin glutathione reductase. purified TGR, DTNB reduction, TNB absorbance 405 nm. Potency, µM (top dose mostly 114 µM), inactives show at the highest dose activity change, negative = inhibition, hits mostly inhibitors. actives 3% (n = 360,000); further: potency means the concentration at half of the fitted maximal effect; on the % scale 0 is the no-effect control and ±100 the full control effect; nearly all actives have a fitted effect of over 60% in size
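TGR 20 nM + NADPH 100 uM (dispensed conc.), cpd preinc 15 min RT; start with NADPH (500 uM addition) then DTNB (15 mM addition). Kinetic TNB absorbance, 405 nm filter. Four-parameter Hill fit across titration.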
The depositor's hits bear a star; ? = inconclusive; · = not tested or not shown; & = joins results of further samples; [ ] = remark or other dose. Unless noted, the call rests on the fitted dose curve; in most records, active means well fitted curve in the direction sought with a large enough effect; inconclusive means small, poorly fitted or top-dose-only effect, or another doubt; inactive means no such curve, though single readings can be large; an effect the other way counts as inactive or inconclusive.

entry	Compound	Shiga inhibitor	Giardia FBPA inh	CHX counter
1	COc1ccc(NC(=O)CN2CCC(C(=O)c3ccc(C)cc3)CC2)c(OC)c1	-10	6%	-5
2	CCOC(=O)C1CCN(C(=O)c2ccc(C)c(S(=O)(=O)N3CCCC3)c2)CC1	13	·	10
3	COc1cc(/C=C/c2sc3ccccc3[n+]2CCCS(=O)(=O)[O-])ccc1O	-6	?	-6
4	CCN(CC)S(=O)(=O)c1cccc(NC(=O)c2cc(-c3cccs3)nn2-c2ccccc2)c1	-3	-3%	3
5	Fc1ccccc1-c1n[nH]c(=S)n1Cc1ccccc1	-4	24%	-3
6	CCCCn1c(O)c(C=NC2CC3CCC2(C)C3(C)C)c(=O)[nH]c1=O (stereo unspecified)	23	-4%	7
7	Cc1ccc(-c2nc3cnccn3c2Nc2ccc3c(c2)OCO3)o1	12	4%	-3
8	COC(=O)[C@@H]1CCCN1C(=O)CCc1nnc(C2CCCCC2)o1	16*	4%	14*
9	CCC(C)N(C(=O)c1csnn1)C(C(=O)NC(C)(C)C)c1ccccc1 (stereo unspecified)	5	3%	6
10	COC(=O)[C@@]12CCCN1[C@H](c1ccc(-c3ccc(F)cc3)c(OC)c1)[C@H]1C(=O)N(C)C(=O)[C@H]12	·	·	·

entry	Pf growth 48h	Pf growth 96h	Sm TGR inh
1	4%	2%	0%
2	3%	4%	1%
3	24%	-30%	?
4	-19%	12µM*	1%
5	26%	?	-2%
6	10µM*	?	-13%
7	?	?	50µM*
8	24%	17µM*	-8%
9	11%	·	0%
10	?	?	-15%

The final 2 compounds of the part above open the next one.
entry	Compound	Shiga inhibitor	Giardia FBPA inh	CHX counter
9	CCC(C)N(C(=O)c1csnn1)C(C(=O)NC(C)(C)C)c1ccccc1 (stereo unspecified)	5	3%	6
10	COC(=O)[C@@]12CCCN1[C@H](c1ccc(-c3ccc(F)cc3)c(OC)c1)[C@H]1C(=O)N(C)C(=O)[C@H]12	·	·	·
11	CCCCCn1c(=O)c(C(=O)Nc2cc(C)ccn2)c(O)c2ccccc21	·	-6%	-2
12	Cc1cccc(N2CCN(C(=O)c3ccccc3NC(=O)C3=CSCCO3)CC2C)c1 (stereo unspecified)	5	-1%	-2
13	CN(CC(=O)Nc1ccc2c(c1)OCO2)S(=O)(=O)c1ccc(F)cc1	18	8%	11
14	Cc1ccc(/C=C/C(=O)OCC(=O)NC(C)C)o1	16	0%	19
15	Cc1cc(C)n(-c2nc(NC(C)(C)C)nc(NC(C)(C)C)n2)n1	-10	·	-4
16	O=C(CCc1ccccc1)Nc1cc2c3c(c1)CCC(=O)N3CCC2	·	·	·
17	O=S(=O)(c1cccc2cccnc12)N1CCCCC1	-19	·	6
18	COc1ccccc1NC(=O)Cc1ccc(-c2ccccc2)cc1	20	1%	12
19	Cc1nn(C)c(C)c1S(=O)(=O)NCc1cccs1	22	12%	1
20	Cc1ccc(-c2nc(N)n(C(=O)c3cccs3)n2)cc1	27	5%	1

entry	Pf growth 48h	Pf growth 96h	Sm TGR inh
9	11%	·	0%
10	?	?	-15%
11	?	-2%	6%
12	?	?	5%
13	26%	8%	-2%
14	10%	0%	50µM*
15	?	16%	6%
16	-10%	46%[activator]	-2%
17	6%	22%	-3%
18	12%	42%[activator]	-1%
19	-9%	?	-1%
20	19%	15%	6%

Remaining list, next part:
entry	Compound	Shiga inhibitor	Giardia FBPA inh	CHX counter
21	O=C(OCC(=O)N(CCc1ccccc1)Cc1ccccc1)c1ccccc1O	·	·	·
22	CCC(CO)NC(=O)c1cc2c(s1)CCC2 (stereo unspecified)	19	1%	4
23	O=C(c1cc2c(s1)CCCC2)N1CCN(S(=O)(=O)c2ccccc2)CC1	·	·	·
24	CC(OC(=O)c1cccs1)C(=O)NC1CC1 (stereo unspecified)	-7	6%	-6
25	Nc1c(N(Cc2ccco2)C(=O)c2cccc(F)c2)c(=O)[nH]c(=O)n1Cc1ccccc1	·	·	·
26	C=CCNc1nc(Cl)nc(Nc2cc(Cl)ccc2OC)n1	-11	-6%	-3
27	COc1ccc(CN(C(=O)c2snc(C(N)=O)c2N)C(C(=O)NC2CCCC2)c2ccc(OC)c(OC)c2)cc1 (stereo unspecified)	-9	·	-5
28	O=C(NCC(O)c1ccc([N+](=O)[O-])cc1)C1CCCCC1 (stereo unspecified)	18	5%	1
29	Cc1nc(C)n(C(C)CNS(=O)(=O)c2ccc(C)c(C)c2)n1 (stereo unspecified)	12	4%	-3
30	O=C(CN1CCCCC1)Nc1ccccc1Oc1ccccc1	-6	7%	-2

entry	Pf growth 48h	Pf growth 96h	Sm TGR inh
21	?	?	-3%
22	·	45%[activator]	-3%
23	?	?	8%
24	13%	-1%	-10%
25	-26%	-30%	-25%
26	-4%	-10%	-15%
27	?	37%[activator]	-6%
28	7%	?	1%
29	8%	-31%	17%
30	?	?	9%

Three compounds picked at random from the list so far, as already listed:
entry	Compound	Shiga inhibitor	Giardia FBPA inh	CHX counter
21	O=C(OCC(=O)N(CCc1ccccc1)Cc1ccccc1)c1ccccc1O	·	·	·
23	O=C(c1cc2c(s1)CCCC2)N1CCN(S(=O)(=O)c2ccccc2)CC1	·	·	·
24	CC(OC(=O)c1cccs1)C(=O)NC1CC1 (stereo unspecified)	-7	6%	-6

entry	Pf growth 48h	Pf growth 96h	Sm TGR inh
21	?	?	-3%
23	?	?	8%
24	13%	-1%	-10%

New compounds follow.
entry	Compound	Shiga inhibitor	Giardia FBPA inh	CHX counter
31	CCCCOc1ncnc2c1[nH]c1ccccc12	37*	10%	22*
32	CCSc1ccc([C@@H]2[C@H]3C(=O)N(C)C(=O)[C@H]3[C@]3(C(=O)OC)CCCCN23)cc1OC	·	·	·
33	CC(C)Cc1cc(C(=O)Nc2cc(C(F)(F)F)ccc2Cl)no1	10	-5%	10
34	CN(CC(=O)Nc1ccc(Cl)cc1)C(=O)c1ccc(-n2cncn2)c([N+](=O)[O-])c1	·	·	·
35	O=C(NC(Cc1ccc2c(c1)OCO2)C(=O)N1CCCC1C(=O)O)c1ccccc1 (stereo unspecified)	-13	-4%	-1
36	O=C(Nc1ccc(OC(F)(F)F)cc1)C1CC(=O)N(Cc2ccco2)C1 (stereo unspecified)	·	·	·
37	Cc1ccccc1NC(=S)NCCc1ccccc1	16	-2%	15*
38	COc1ccc(NC(=O)C(c2ccc(OC)cc2)N(C)C(=O)Cc2cccs2)cc1 (stereo unspecified)	-13	8%	-1
39	CCOC(=O)c1c(CNCc2ccccc2F)c2sc(C)cc2n1C	·	·	·
40	CCc1ccc(N2C(=O)c3sc4nnc(-c5ccccc5)c(=O)n4c3C2=O)cc1	-11	-2%	-4

entry	Pf growth 48h	Pf growth 96h	Sm TGR inh
31	?	0%	3%
32	10µM*	?	0%
33	-11%	?	8%
34	?	4%	-2%
35	7%	-8%	-4%
36	-8%	7%	-21%
37	-25%	47%[activator]	2%
38	-8%	?	0%&0%
39	?	-9%	-1%
40	-9%	36%[activator]	10µM*

The list continues:
entry	Compound	Shiga inhibitor	Giardia FBPA inh	CHX counter
41	CCC(C)[C@H](NC(=O)[C@@H]1CSC2c3ccccc3C(=O)N21)C(=O)N1CCCCC1 (stereo partly specified)	-5	·	-2
42	CCc1ccc(S(=O)(=O)NCCc2cn3ccccc3n2)s1	28	1%	-3
43	O=S1(=O)c2cccc3cccc(c23)N1CCCN1CCN(c2ccc(F)cc2)CC1	-9	-5%	5
44	O=C(NCC1CCCO1)c1cc(S(=O)(=O)N2CCOCC2)c(Cl)cc1Cl (stereo unspecified)	11	13%	-2
45	COC(=O)CNC(=O)c1c(C)cc(=O)oc1C	-15	1%	2
46	CCOC(=O)CSc1nnnn1-c1cc(OC)c(Cl)cc1OC	-5	-1%	-2
47	O=C(NCc1ccc2[nH]c3c(c2c1)CCCC3)c1ccc(S(=O)(=O)N2CCCC2)cc1	-15	-3%	1
48	COc1ccccc1C(=O)n1nc(-c2ccc(Cl)cc2)nc1N	11	-2%	2
49	COC1=CC(=O)O[C@H](/C=C/c2ccc3c(c2)OCO3)C1	13	4%	13
50	O=C1OCCN1C(=O)[C@H]1[C@H](c2ccccc2)C(c2cccc(Cl)c2)=NN1c1ccc(Br)cc1	-1	-4%	14

entry	Pf growth 48h	Pf growth 96h	Sm TGR inh
41	?	?	-11%
42	5%	-8%	4%
43	-15%	-26%	·
44	-23%	-3%	-3%
45	8%	?	2%
46	?	-17%	-2%
47	0%	13µM*	2%
48	43%[activator]	·	0%
49	·	·	·
50	·	·	·

Going on with the list:
entry	Compound	Shiga inhibitor	Giardia FBPA inh	CHX counter
51	COc1cc(/C=C(/NC(=O)c2ccccc2)C(=O)Nc2cccc(O)c2)c([N+](=O)[O-])cc1OC	-3	0%	-3
52	COc1cc(-c2nc(CN3CCCCC3CCNC(C)=O)c(C)o2)ccc1F (stereo unspecified)	12	1%	2
53	COc1ccc(/C=C2/N=C(SC3CCOC3=O)N(c3cccc(OC)c3)C2=O)cc1 (stereo unspecified)	-4	-13%	5
54	COc1cccc(C2=Nn3c(nnc3-c3cccc(OC)c3OC)SC2)c1	-4	2%	1
55	CCC(=NCCN1CCOCC1)c1c(O)n(C2CCCCC2)c(=O)[nH]c1=O	-7	-8%	-2
56	O=C(NCCS(=O)(=O)N1CCN(c2cccc(Cl)c2)CC1)C1CCCC1	·	·	·
57	COC(=O)c1ccc(NC(=O)c2ccccc2-c2ccccc2C(=O)O)cc1	-8	20%	5
58	Cc1nc2cc(NC(=O)c3cccc(S(C)(=O)=O)c3)ccc2o1	35	12%	13*
59	Cc1cc2nc(=O)c(/C=C3\C=Nc4ccccc43)c(N)n2o1	26	8%	6
60	O=C(Nc1ccc(Oc2ccccc2)cc1)C1CCCN(c2ncccn2)C1 (stereo unspecified)	-19	-5%	-2

entry	Pf growth 48h	Pf growth 96h	Sm TGR inh
51	?	88%[activator]	-11%
52	-17%	19%	-1%
53	?	?	-6%
54	·	·	·
55	0%	8%	0%
56	?	-1%	-2%
57	-10%	27%	11%
58	12%	-10%	-6%
59	25%	-1%	8%
60	·	?	-13%[11.4 µM]

Other records
entry	Compound	Shiga inhibitor	Giardia FBPA inh	CHX counter
61	Cc1c(NC(=O)CSc2ccccc2C(=O)Nc2cccnc2)c(=O)n(-c2ccccc2)n1C	-8	2%	-3
62	CCCCn1c(SCC(=O)Nc2nnc(CC)s2)nc2ccccc2c1=O	-13	6%	-2
63	COc1ccc(C(=O)NC2CCC(O)CC2)cc1S(=O)(=O)NCc1ccc(Cl)cc1 (stereo unspecified)	·	·	·
64	CC(C)c1ccc(C(O)P(=O)(OCc2ccccc2)c2ccc(N(C)C)cc2)cc1 (stereo unspecified)	16	8%	-2
65	Cc1c(Cl)cccc1NC(=O)c1nc(C)n(-c2cc(OC(C)C)c(Cl)cc2Cl)n1	11	0%	1
66	Cc1cc(C)cc(COc2ccc3c(C)c(CC(=O)O)c(=O)oc3c2C)c1	-3	19%	-3
67	CCC(=O)N1CCc2cc(S(=O)(=O)N(C)c3ccc(Br)cc3)ccc21	-9	8%	-1
68	Cc1cccc(C)c1NC(=O)CSc1nnc(-c2ccncc2)n1Cc1ccco1	-20	11%	-4

entry	Pf growth 48h	Pf growth 96h	Sm TGR inh
61	-11%	·	-22%
62	34%[activator]	?	4%
63	13µM*	?	-11%
64	?	?	0%
65	34%[activator]	43%[activator]	15%
66	·	6%	6%
67	-2%	?	7%
68	·	13%	8%[11.4 µM]

From entry 61 to 62, as listed above:
entry	Compound	Shiga inhibitor	Giardia FBPA inh	CHX counter
61	Cc1c(NC(=O)CSc2ccccc2C(=O)Nc2cccnc2)c(=O)n(-c2ccccc2)n1C	-8	2%	-3
62	CCCCn1c(SCC(=O)Nc2nnc(CC)s2)nc2ccccc2c1=O	-13	6%	-2

entry	Pf growth 48h	Pf growth 96h	Sm TGR inh
61	-11%	·	-22%
62	34%[activator]	?	4%
